Assay outcomes (PubChem BioAssay)
p53 reactivator: qHTS assay for re-activators of p53 using a Luc reporter; Potency, µM (titrated, usually from 92.2 µM), for the others: top-dose activity change, positive = activation, usual class: activators; AID 504706, 2011; H1299 p53-A138V BP100-luciferase reporter, luminescence, 24 h; 320,000 compounds, 0.063% hits; note: % of control where 0% means no effect; nearly all actives have a fitted effect of over 45% in size
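p53-null H1299 cells stably carrying temperature-sensitive p53-A138V and a BP100-luciferase reporter were pinned with compounds (4-point, 1:5 series) and held 24 hrs at 37 deg C. Luminescence was read 10 min after detection reagent.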
VP16 counter: VP16 counterscreen qHTS for inhibitors of ROR gamma transcriptional activity; Potency, µM (highest dose often 53.6 µM), for inactives: at the top dose activity, negative = inhibition, most hits filed as inhibitors; Drosophila S2 Gal4-VP16 UAS-luciferase, luminescence, 20 h; AID 2546, 2010; 310,000 compounds, 3.5% hits;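 note: Gal4-VP16 expression switched on by copper sulfate through the metallothionein promoter; % is set by controls: 0 for no effect and ±100 for the full control effect; nearly all actives have a fitted effect of over 50% in size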
BRCA1 expr up: qHTS Assay to Identify Small Molecule Activators of BRCA1 Expression. MCF7-BRCA1-FFLuc reporter, luminescence, 48 h; response scale: scaled: vehicle 0%, 10 µM genistein 100%. AID 624202, 2012. Potency, µM (series often up to 46.1 µM), for the others: at the highest dose activation, actives largely listed as activators. 380,000 compounds, 1.1% hits; note: nearly all actives have a fitted effect of over 80% in size; some results filed as inactive show a strong effect at the top dose
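48 h compound treatment of MCF7-BRCA1-FFLuc cells (phenol-red free MEM, 37 °C), then 15 min with luciferase substrate and luminescence imaging.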
RORgamma inh: qHTS for inhibitors of ROR gamma transcriptional activity. 310,000 compounds, 5.4% hits. Nuclear receptor ROR-gamma (Mus musculus), P51450. Drosophila S2 Gal4-RORgamma UAS-luciferase reporter, 20 h. Potency, µM (series often up to 53.6 µM), without a hit: top-dose activity change, negative = inhibition, most hits filed as inhibitors; note: % is set by controls: 0 for no effect and ±100 for the full control effect; nearly all actives have a fitted effect of over 60% in size
Target sequence (P51450 whole entry, looked up, the tested form may be a part): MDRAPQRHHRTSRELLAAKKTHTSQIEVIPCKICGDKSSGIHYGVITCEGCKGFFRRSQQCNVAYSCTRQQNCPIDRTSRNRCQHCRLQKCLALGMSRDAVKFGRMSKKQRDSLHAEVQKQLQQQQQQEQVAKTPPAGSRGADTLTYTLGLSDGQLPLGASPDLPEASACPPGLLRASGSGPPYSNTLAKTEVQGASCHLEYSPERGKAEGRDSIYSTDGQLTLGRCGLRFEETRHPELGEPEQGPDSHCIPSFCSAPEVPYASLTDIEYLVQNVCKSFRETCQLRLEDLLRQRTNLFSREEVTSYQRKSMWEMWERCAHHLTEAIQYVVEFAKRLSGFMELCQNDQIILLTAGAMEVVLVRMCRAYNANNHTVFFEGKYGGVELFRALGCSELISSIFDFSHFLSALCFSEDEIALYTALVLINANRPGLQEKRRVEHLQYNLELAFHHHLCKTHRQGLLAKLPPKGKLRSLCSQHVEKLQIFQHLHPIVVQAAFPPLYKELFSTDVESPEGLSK
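Drosophila Schneider cells stably carrying a metallothionein-driven Gal4 DBD–ROR gamma fusion and a UAS-Photinus luciferase reporter were exposed to compound for 1 hr, then induced with copper sulfate (700 uM final) for 20 hr at ambient temperature before luminescence reading.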
ELG1 genotox: qHTS screen for small molecules that induce genotoxicity in human embryonic kidney (HEK293T) cells expressing luciferase-tagged ELG1; 330,000 compounds, 1.3% hits; Potency, µM (highest dose often 46 µM), without a hit: at the highest dose activity change, positive = activation, actives largely listed as activators; HEK293T ELG1-luciferase reporter, luminescence, 16 h; AID 504466, 2011; note: % of control where 0% means no effect; nearly all actives have a fitted effect of over 60% in size
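Screening used a luciferase reporter fused to human ELG1 in HEK293T cells. Luminescence was read on a CCD plate imager after 16 hr exposure and 30 min ONE-Glo incubation.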
NPC1 promoter act: qHTS Assay for NPC1 Promoter Activators; Huh7 NPC1 promoter luciferase reporter, 24 h; Potency, µM (highest dose often 9.22 µM), for inactives: at the highest dose activation, hits mostly activators; AID 485313, 2010; 320,000 compounds, 2.4% hits;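 note: % of control where 0% means no effect; nearly all actives have a fitted effect of over 60% in size; reporter is driven by a mutant NPC1 promoter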
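Luminescence read-out of NPC1 promoter-driven luciferase in stably transfected Huh7 cells; compounds delivered in DMSO and left 24 h at 37C, 5% CO2, qHTS titration format.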
MLL CXXC-DNA inh: qHTS Fluorescence Polarization Assay for Inhibitors of MLL CXXC domain - DNA interaction. MLL-CXXC / FITC-HOXA9 DNA fluorescence polarization. Potency, µM (highest dose often 115 µM), inactives show at the top dose activity change, negative = inhibition, actives largely listed as inhibitors. 290,000 compounds, 0.037% hits. AID 2662, 2010; active = well fitted inhibition curve with a large enough effect in the polarisation, with a control signal flat, not every such curve was filed as active; inconclusive = small, poorly fitted or top-dose-only effect, or effect the other way, or a change in a side signal; inactive = no such curve, though single readings can be large or run the other way; the % refers to the polarisation
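Fluorescence polarization: 7 uM MLL-CXXC (stock) preincubated 5 min with compounds, then 50 nM fluorescein-HOX-A9 DNA (stock) added; 30 min ambient. Buffer 50 mM Tris-HCl pH 7.5, 50 mM NaCl, 1 mM DTT, 0.05% BSA.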
uPA surface inh: qHTS for Inhibitors of Cell Surface uPA Generation. cell surface uPA generation assay, qHTS. Potency, µM (series often up to 38.3 µM), for the others: at the highest dose activity change, negative = inhibition, hits mostly inhibitors. 330,000 compounds, 0.31% hits; active = well fitted inhibition curve with a large enough effect; inconclusive = small, poorly fitted or top-dose-only effect; inactive = no such curve, though single readings can be large or run the other way; tested in mouse RAW 264.7 cells; note: % is set by controls: 0 for no effect and ±100 for the full control effect; nearly all actives have a fitted effect of over 55% in size
Rab9 promoter act: qHTS Assay for Rab9 Promoter Activators; 320,000 compounds, 2.8% hits; Huh7 Rab9 promoter-luciferase reporter, luminescence, 24 h; Potency, µM (doses to about 9.22 µM), without a hit: at the top dose activation, negative = inhibition, actives largely listed as activators; note: % of control where 0% means no effect; nearly all actives have a fitted effect of over 60% in size
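Stable Rab9-luc Huh7, 1500 cells/well, 2 h settle; cmpd in DMSO, 24 h, 37 °C/5% CO2; luciferase reagent 10 min RT; luminescence.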
FLuc counter: qHTS profiling assay for firefly luciferase inhibitor/activator using purifed enzyme and Km concentrations of substrates (counterscreen for miR-21 project); purified FLuc, Km substrates, luminescence inhibition; Potency, µM (titrated, usually from 57.5 µM), for inactives: top-dose activity change, negative = inhibition, most hits filed as inhibitors; 360,000 compounds, 6.9% hits; AID 588342, 2011;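 note: plate controls were vehicle for no effect and reference inhibitor for full effect; nearly all actives have a fitted effect of over 55% in size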
Target sequence (P08659 whole entry, looked up): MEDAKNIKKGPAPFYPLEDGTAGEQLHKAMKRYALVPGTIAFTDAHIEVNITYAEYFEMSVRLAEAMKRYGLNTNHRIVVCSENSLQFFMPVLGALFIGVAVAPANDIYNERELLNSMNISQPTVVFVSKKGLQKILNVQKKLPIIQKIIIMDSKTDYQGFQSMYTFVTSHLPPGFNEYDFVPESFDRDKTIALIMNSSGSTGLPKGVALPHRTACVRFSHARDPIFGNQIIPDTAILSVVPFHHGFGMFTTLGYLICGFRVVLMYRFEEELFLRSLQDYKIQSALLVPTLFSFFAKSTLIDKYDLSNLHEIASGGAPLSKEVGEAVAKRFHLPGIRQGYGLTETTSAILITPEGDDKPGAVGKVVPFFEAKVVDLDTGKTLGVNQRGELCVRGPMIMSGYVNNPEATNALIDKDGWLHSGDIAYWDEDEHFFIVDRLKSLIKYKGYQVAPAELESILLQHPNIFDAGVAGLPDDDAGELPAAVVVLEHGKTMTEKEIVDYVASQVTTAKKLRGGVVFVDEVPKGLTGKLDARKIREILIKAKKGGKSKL
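Biochemical qHTS of compounds, final roughly 60 µM downward over six points, against 10 nM purified firefly luciferase using Km concentrations of substrates (10 uM D-luciferin, 10 uM ATP) in Tris acetate pH 7.5 buffer; luminescence output.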
MBNL1 CUG block: qHTS Assay for Inhibitors of MBNL1-poly(CUG) RNA binding; Muscleblind-like protein 1 (Homo sapiens), Q9NR56; TR-FRET MBNL1-His/biotin-(CUG)12 binding, 665/545 ratio; Potency, µM (series often up to 57.5 µM), inactives show top-dose activity change, negative = inhibition, actives largely listed as inhibitors; 280,000 compounds, 0.036% hits; active = well fitted inhibition curve with a large enough effect in the signal ratio, with a control signal flat, not every such curve was filed as active; inconclusive = small, poorly fitted or top-dose-only effect, or effect the other way, or a change in a side signal; inactive = no such curve, though single readings can be large or run the other way; the % refers to the signal ratio; note: % is set by controls: 0 for no effect and ±100 for the full control effect
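Inhibition of protein-RNA binding appears as loss of TR-FRET between terbium anti-His antibody on MBNL1-His and streptavidin-XL665 on biotin-(CUG)12. Activity is normalized to buffer-only and uninhibited-complex controls.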
Active calls of the source: *; ? = inconclusive; / = not tested or not shown; [ ] = dose if it differs, or a comment. Unless noted, calls come from the whole dose curve; as a rule, active = well fitted curve in the direction sought with a large enough effect; inconclusive = small, poorly fitted or top-dose-only effect, or another doubt; inactive = no such curve, though single readings can be large; an effect the other way counts as inactive or inconclusive. Potency is the fitted concentration of half-maximal effect. An excerpt, so the mix of outcomes need not match the whole.

SMILES	p53 reactivator	VP16 counter	BRCA1 expr up	RORgamma inh	ELG1 genotox	NPC1 promoter act	MLL CXXC-DNA inh	uPA surface inh	Rab9 promoter act	FLuc counter	MBNL1 CUG block
COc1cc(SC)ccc1C(=O)OC(C)C(=O)Nc1ccc(NC(C)=O)cc1 (configuration not stated)	-6%	-8%	-21%	25%	7%	2%	28%	-1%	4%	0%	-4%
CC1CC(C)CN(C(=O)COC(=O)c2ccc3ncsc3c2)C1 (configuration not stated)	11%	/	5%	/	0%	0%	/	2%	-5%	-6%	/
COc1ccc(N(C(=O)COc2ccccc2)C2C=CS(=O)(=O)C2)c(OC)c1 (configuration not stated)	-7%	-5%	-1%	-1%	2%	-7%	3%	-1%	1%	5%	7%
Cc1ccnc(OC(C(=O)O)C(OCc2ccccc2)(c2ccc(F)cc2)c2ccc(F)cc2)n1 (configuration not stated)	/	-1%	-9%	11%	-9%	-4%	0%	5%	-6%	8%	8%
S=C(Nc1ccc(Br)cc1)NC1CCCC1	?	10µM*	?	6.3µM*	12%	26%	3%	-2%	?	12µM*	1%
O=C(c1ccco1)N1CCC(c2ccccc2)C1 (configuration not stated)	11%	?	?	14%	?	30%	-4%	-13%	?	?	0%
CC1(c2ccccc2)NC(=O)N(CC(=O)Nc2cccc(C#N)c2)C1=O (configuration not stated)	-3%	2%	2%	31%	0%	2%	-14%	1%	2%	-3%	-5%
CN=C(Nc1ccc(C(=O)OC)s1)c1ccccc1	7%	-10%	3%	-1%	8%	-8%	1%	4%	-3%	0%	10%
O=C(Nc1ccccc1N1CCN(C(=O)c2ccccc2)CC1)c1ccc(Br)o1	2%	-20%	-50%	?	-26%	-3%	6%	8%	2%[1.84 µM]	1%	4%
OCC[C@@H]1C[C@@H](O)[C@H](O)[C@@]2(Cc3ccccc3CO2)O1	/	-3%	46%	3%	2%	-5%	-1%	9%	-2%	-2%	1%
COCCN(CC(=O)Nc1cc(Cl)ccc1-n1cncn1)Cc1nc2ccccc2c(=O)[nH]1	-4%	/	-18%	/	-2%	-2%	/	3%	-2%	-3%	/
O=C(Nc1nnc(SCC(=O)N2CCCC2)s1)C1CC(=O)N(c2ccccc2)C1 (configuration not stated)	16%	-1%	-12%	-25%	11%	2%	25%	5%	0%[1.84 µM]	-1%	32%[activator]
CCOc1ccc(C(=O)OCC(=O)NC2CCCCCCC2)cc1	-9%	/	-9%	/	0%	0%	/	-27%	-5%	3%	/
Cc1ccccc1NC(=O)CN1C(=O)S/C(=C\c2ccc(-c3cc(C(=O)O)ccc3C)o2)C1=O	20%	2%	4%	-14%	0%	-2%	?	-7%	-7%	?	-6%
CC(C)CCNC(=O)c1ccc(-n2cnc3cccnc32)cc1	0%	-2%	27%	38%	-8%	0%	-6%	5%	1%[1.84 µM]	1%	-7%
O=C(COC(=O)c1ccccc1Oc1ccccc1)NC1CC1	1%	-12%	-1%	10%	0%	-3%	4%	3%	0%	2%	-5%
COc1cc(C2CC(=O)N3CN(Cc4ccccc4)CSC3=C2C#N)ccc1OCc1ccccc1 (configuration not stated)	1%	6%	-23%	15%	-6%	1%	0%	1%	4%	-15%	17%
CCCCN(CCCNC(=O)Cn1ncc2ccsc2c1=O)Cc1ccccc1	9%	0%	-11%	23%	-2%	2%	?	23%	-13%	-3%	-12%
CCN(CC)CCn1c(SCC(=O)Nc2cccc(OC)c2)nc2c(sc3ccccc32)c1=O	13%	?	-69%	8%	-4%	-13%	3%	-3%	-4%	5%	230%[activator]
CC(NC(=O)NC1CCCCC1)c1ccccc1 (configuration not stated)	3%	3%	5%	12%	1%	-2%	6%	2%	-5%	-3%	-5%

Rewritten with values under each structure: part of the list above.
Each structure is followed by: p53 reactivator, VP16 counter, BRCA1 expr up, RORgamma inh, ELG1 genotox, NPC1 promoter act, MLL CXXC-DNA inh, uPA surface inh, Rab9 promoter act, FLuc counter, MBNL1 CUG block
> Cc1ccnc(OC(C(=O)O)C(OCc2ccccc2)(c2ccc(F)cc2)c2ccc(F)cc2)n1 (configuration not stated)
  /, -1%, -9%, 11%, -9%, -4%, 0%, 5%, -6%, 8%, 8%
> S=C(Nc1ccc(Br)cc1)NC1CCCC1
  ?, 10µM*, ?, 6.3µM*, 12%, 26%, 3%, -2%, ?, 12µM*, 1%

The list goes on:
SMILES	p53 reactivator	VP16 counter	BRCA1 expr up	RORgamma inh	ELG1 genotox	NPC1 promoter act	MLL CXXC-DNA inh	uPA surface inh	Rab9 promoter act	FLuc counter	MBNL1 CUG block
O=C(COC(=O)c1ccc2c(c1)C(=O)N(Cc1ccco1)C2=O)NCC(F)(F)F	7%	3%	0%	5%	1%	1%	-1%	4%	11%	-1%	?
Cc1ccc(C(=O)Nc2ccc3c(c2)CCC3)cc1S(=O)(=O)N1CCOCC1	0%	0%	?	18%	?	?	-1%	-3%	2.2µM*	17µM*	2%
Cc1cc(Nc2ccc(C)c(Br)c2)n2nc(C)nc2n1	14%	-2%	-23%	?	5%	-4%	-1%	-9%	-4%	-2%	-4%
CCN1C(=O)[C@H]2[C@@H](c3ccc(-c4ccc(Cl)c(Cl)c4)cc3)N[C@@](C)(C(=O)OC)[C@H]2C1=O	-5%	/	-23%	/	-3%	-2%	/	6%	0%	1%	/
CC1CCCN(c2ccc(C(=O)NCc3ccccc3)cn2)C1 (configuration not stated)	15%	-6%	6.3µM*	8%	5%	17%	-2%	-6%	?	?	-2%
O=C(O)Cn1c2ccccc2c2n[nH]c(=S)nc21	/	9%	-1%	-35%[1.91 µM]	-4%	-2%	5%	1%	18%	-20%	?
CN(C)C(=O)CSc1n[nH]c(-c2ccco2)n1	0%	-10%	2%	6%	-2%	5%	0%	0%	-5%	-6%	-3%
S=C1SCN(Cc2ccccn2)CN1Cc1ccco1	4%	-5%	-66%	?	-8%	-17%	24%	?	-8%	-2%	3%
NC(=O)N/N=C/c1ccc(-c2ccc(S(=O)(=O)Nc3ncccn3)cc2)o1	-2%	/	21%	/	0%	-1%	/	-2%	-3%	5%	/
Cc1ccc(NC2CCCN(C(=O)CSc3ccccn3)C2)cc1C (configuration not stated)	-3%	3%	-11%	-7%	-4%	-3%	5%	-2%	-3%	0%	3%
Cc1cccc(N2CCN(C(=O)c3ccccc3NC(=O)C3CCCCC3C(=O)O)CC2)c1 (configuration not stated)	-1%	?	0%	-20%	1%	3%	13%	-1%	0%	0%	?
OCCCc1ccc(O)c(O)c1	-1%	-7%	1%	3%	3%	-1%	-15%	-14%	0%	-11%	-14%
CC(=O)c1cccc(NCC(=O)c2ccc(C)c([N+](=O)[O-])c2)c1	8%	-9%	-40%	31%	1%	1%	-1%	1%	-4%	?	18%
CCOCCCNC(=O)CN(Cc1ccc(Cl)cc1)S(C)(=O)=O	-3%	3%	-1%	7%	0%	-4%	-4%	4%	-6%	0%	8%
CC(C)OC(=O)C(NC(=O)c1ccccc1)=C1CCCCC1	-1%	-1%	-23%	7%	1%	-1%	33%[activator]	1%	11%	4%	-8%
CCOC(=O)c1cc(CC)sc1NC(=O)CN1CCN(C(=O)C2CCCO2)CC1 (configuration not stated)	-19%	-10%	-11%	-23%	-3%	1%	23%	7%	-3%	-1%	4%
O=C1CCC(=O)N1CC1CC2CCC1C2 (configuration not stated)	-3%	5%	0%	-6%	0%	2%	-13%	0%	-2%	4%	-7%
O=C(N/N=C/c1ccc(O)c(O)c1)c1ccc(CSc2cccc3cccnc23)cc1	23%	9%	-29%	0%	11%	-2%	/	-9%	-9%	?	13%
CCc1ccc2nc(-c3cccc(C)c3)nc(SCC(=O)NCC3CCCO3)c2c1 (configuration not stated)	5%	-1%	0%	-13%	3%	-1%	18%	/	-5%	-2%	-4%
COc1ccc(S(=O)(=O)Nc2cc(Sc3ncn[nH]3)c(O)c3ccccc23)cc1	-7%	7.1µM*	-75%	5µM*	-35%[inhibitor]	0%	-5%	/	-5%	?	?
COCCNC(=O)C(c1ccc(C)o1)N(C(=O)c1snc(C(N)=O)c1N)c1ccc(C)cc1 (configuration not stated)	-2%	10%[0.365 µM]	-17%	11%	13%	-3%	3%	-1%	-4%	0%	?
Cc1cc2ccccc2c(=O)n1CC(=O)N(C)c1ccc(F)cc1	22%	-2%	-27%	-27%	4%	-1%	18%	-2%	-1%	-1%	1%
